Source: PubChem (The Scripps Research Institute Molecular Screening Center)
ADAM17 inh: inhibits human ADAM17; recombinant ADAM17, EDANS/DABCYL FRET peptide cleavage; inhibition, % at 6.95 µM; 370,000 compounds, 0.83% hits; AID 720648;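 active = inhibition above the mean of compounds lying between control limits plus 3 SD, set per campaign, cut at about 8.5% in these data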;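 also: 0% = DMSO-only wells as the low control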
DDE Tn7 FP inh: inhibitors of Tn7 peptide binding to human fibrin DD(E); P02675; FP displacement of FITC-Tn7 peptide from fibrin DD(E); 0% = median of compound wells per plate; inhibition, % at 8.3 µM; 370,000 compounds, 0.13% hits; AID 720508;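 active = inhibition above the mean of compounds falling within the control limits plus 3 SD of them, cut at about 14% in these data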;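 also: 0% = plate median of compound wells and 100% = 10 µM Aha-Tn7 peptide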
Target sequence (P02675 whole entry, looked up): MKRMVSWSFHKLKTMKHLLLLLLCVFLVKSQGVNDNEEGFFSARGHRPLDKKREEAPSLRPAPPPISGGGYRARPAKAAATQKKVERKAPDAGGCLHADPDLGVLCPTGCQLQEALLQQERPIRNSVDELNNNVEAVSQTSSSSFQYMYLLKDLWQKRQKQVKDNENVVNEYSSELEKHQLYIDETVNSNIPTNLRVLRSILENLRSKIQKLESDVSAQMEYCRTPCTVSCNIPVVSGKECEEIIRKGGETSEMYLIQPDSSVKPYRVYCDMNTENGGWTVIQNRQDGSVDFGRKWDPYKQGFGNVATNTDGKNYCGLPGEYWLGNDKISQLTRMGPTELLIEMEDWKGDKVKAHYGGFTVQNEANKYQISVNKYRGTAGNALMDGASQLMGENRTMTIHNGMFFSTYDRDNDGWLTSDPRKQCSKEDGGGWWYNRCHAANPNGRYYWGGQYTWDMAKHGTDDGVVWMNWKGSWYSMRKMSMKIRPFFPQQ
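Also added: labelled Tn7 tracer, 0.1 µM; Assay system: human fibrin DD(E) protein; Amount: 2 µM fibrin DD(E); Schedule: 10 min compound pre-incubation, 3 h probe incubation at room temperature; Repeats: one replicate per compound; Read-out basis: percent inhibition; Measured by: fluorescence polarization of the labelled Tn7 tracer.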
DDE Tn6 FP inh: disrupts Tn6 cyclic peptide binding to fibrin D-Dimer-E complex | P02675 | inhibition, % at 8.3 µM | 370,000 compounds, 0.21% hits | Fibrin DD(E) TRITC-Tn6 fluorescence polarization displacement;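 active = inhibition above a per-campaign cutoff: mean of compounds within control limits plus 3 SD, cut at about 15% in these data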;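 also: 0% = median of all compound wells on the plate and 100% = blocking peptide control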
ASAP1 GAP inh: blocks human ASAP1-stimulated Arf1 GTP hydrolysis | Q9ULH1 | GDP FP detection | inhibition, % at 16.5 µM | 360,000 compounds, 0.19% hits | AID 624377; in the data active = inhibition above about 25%;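 also: 0% = vehicle with enzyme and substrate and 100% = no enzyme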
PLC-gamma1 inh: blocks human PLC-gamma1 enzyme activity; purified PLC-gamma1, fluorogenic substrate, fluorescence; 370,000 compounds, 0.84% hits; inhibition, % at 12.2 µM; in the data active = inhibition above about 9.5%
PLC-beta3 inh: inhibitors of human phospholipase C beta3; Q01970; Purified PLC-beta3, fluorogenic substrate, fluorescence; inhibition, % at 12.2 µM; 370,000 compounds, 0.18% hits; in the data active = inhibition above about 11%;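 also: 0% = median of compound wells on plate and 100% = full blocker control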
MBD2 DNA inh: MBD2-methylated oligo binding inhibition. Q9UBB5. TR-FRET, MBD2 binding to methylated oligonucleotide. inhibition, % at 4.4 µM. 370,000 compounds, 0.31% hits; in the data active = inhibition above about 13%
Target sequence (Q9UBB5 whole entry, looked up): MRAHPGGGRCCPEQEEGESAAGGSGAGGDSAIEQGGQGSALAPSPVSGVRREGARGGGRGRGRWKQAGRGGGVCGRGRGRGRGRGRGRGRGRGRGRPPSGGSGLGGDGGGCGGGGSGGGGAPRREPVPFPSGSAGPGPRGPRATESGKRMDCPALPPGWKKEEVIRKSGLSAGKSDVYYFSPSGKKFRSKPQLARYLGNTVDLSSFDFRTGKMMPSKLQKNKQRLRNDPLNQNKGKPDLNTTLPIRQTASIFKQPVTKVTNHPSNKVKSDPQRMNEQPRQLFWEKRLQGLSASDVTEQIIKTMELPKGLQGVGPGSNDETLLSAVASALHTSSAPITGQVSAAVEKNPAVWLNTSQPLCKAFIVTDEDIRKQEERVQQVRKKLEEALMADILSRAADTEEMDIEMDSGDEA
UHRF1 binding: human UHRF1 methylated DNA binding inhibitors; Q96T88; inhibition, % at 4.4 µM; 370,000 compounds, 0.75% hits; UHRF1 binding to methylated oligo, TR-FRET; in the data active = inhibition above about 21%;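 also: UHRF1 SRA domain binding a hemimethylated CpG hairpin DNA probe; 0% = median of test compound wells and 100% = reference inhibitor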
KLK7 zymogen act: activators of human kallikrein-7 zymogen. activation, % at 7 µM. purified proKLK7, EDANS-DABCYL substrate fluorescence; 100% is mature enzyme control, 0% vehicle. AID 652039. 370,000 compounds, 0.9% hits;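 active = activation above the mean of all tested compounds plus 3 SD, computed per campaign excluding outliers beyond control limits, cut at about 13% in these data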
ARFGAP1 inhibitor: inhibits rat ARF GTPase activating protein 1 | Q62848 | Arfgap1-stimulated ARF1 GTP hydrolysis, GDP FP detection | inhibition, % at 16.5 µM | 360,000 compounds, 0.26% hits;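 active = inhibition above a per-plate limit, mean inhibition of low control wells plus 3 SD, cut at about 25% in these data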;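 also: 0% = DMSO wells with enzyme and 100% = wells lacking Arfgap1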
Target sequence (Q62848 1-136 limits assumed): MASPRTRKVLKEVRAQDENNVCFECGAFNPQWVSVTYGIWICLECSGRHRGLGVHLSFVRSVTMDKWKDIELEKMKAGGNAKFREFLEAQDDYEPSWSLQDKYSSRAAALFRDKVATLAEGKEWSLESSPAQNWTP
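system = rat Arfgap1 catalytic domain, aa 1-136 | technique = FP, GDP Alexa 633 tracer displaced from anti-GDP antibody, 620/688 nm | compound = one concentration, 16.5 µM, DMSO 1.26% | medium = HEPES-based buffer, pH 7.5 | timing = compound-enzyme preincubation 20 min, reaction 120 min, detection 60 min, 25 °C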
* hit, by the source's call; / = not tested or not shown.

SMILES	ADAM17 inh	DDE Tn7 FP inh	DDE Tn6 FP inh	ASAP1 GAP inh	PLC-gamma1 inh	PLC-beta3 inh	MBD2 DNA inh	UHRF1 binding	KLK7 zymogen act	ARFGAP1 inhibitor
OC(c1cc(F)cc(Cl)c1)c1ncc(-c2cccc(C(F)(F)F)c2)[nH]1 (configuration not stated)	4	-3	0	16	-2	-2	0	2	0.2	8
CC1CCN(CCCNC(=O)CN2C(=O)CSc3ccc(S(=O)(=O)N4CCC(C)CC4)cc32)CC1	-3	-2	-6	-5	3	-11	4	-1	0.8	2
CC(C)(C)NC(=O)C(c1ccsc1)N(CCc1ccccc1)C(=O)Cn1nnc2ccccc21 (configuration not stated)	1	-3	9	0	-1	4	-1	-2	0.3	-11
CC(C)(C)c1ccc(CC(=O)N2CCC2(C)C(=O)NS(=O)(=O)c2ccc(C#N)cc2)cc1 (configuration not stated)	-1	-4	-1	-10	-4	-2	3	-1	0.4	6
CCOc1cc(N2CCOCC2)c(OCC)cc1NC(=O)CN1C(=O)NC2(CCCCC2C)C1=O (configuration not stated)	1	-4	-6	0	4	-7	4	0	0.7	13
O=C(CSc1nnc(NC(=O)c2ccco2)s1)Nc1ccccc1Cl	-3	3	-1	-6	-2	-7	-6	-2	0.1	8
C=CCOC(=O)C1=C(C)OC(N)=C(C#N)C1c1ccc(F)cc1 (configuration not stated)	-1	0	-8	0	0	3	-4	-1	-0.2	5
COc1cc(N/C(=C\C(=O)c2ccccc2)c2ccccc2)ccc1Cl	-1	4	1	-1	-1	1	0	2	0.7	0
CCOc1ccccc1Nc1nnc(SCC(=O)Nc2cccc(S(=O)(=O)NC3=NCCCCC3)c2)s1	2	-6	-1	-2	2	-4	5	1	0.6	-5
CCOc1ccc(OCC)c(NC(=O)CN2CCN(CC)CC2)c1	0	-3	3	-13	9	2	-1	2	0.0	6
CCN1CCN(CC(=O)Nc2ccc(Cl)c(S(=O)(=O)N(C)C)c2)CC1	-5	-4	4	7	1	-5	3	-1	0.5	2
O=C(c1ccccc1)c1cnc(-c2ccccc2)s1	1	7	2	4	3	-4	4	-3	-0.3	11
CCOc1ccc(C(C)=O)cc1CSC(=N)N	-9	0	-1	8	5	-7	7	1	0.5	1
COc1ccc(OC)c(C(=O)Nc2ccc3[nH]ccc3c2)c1	0	5	-12	10	-4	-10	-6	0	-0.1	0
CC(=O)Nc1ccc(SCC(=O)Nc2ccccc2-c2ccccc2)cc1	2	7	0	-3	3	7	-6	-3	0.2	0
C=C(C)C(=O)NC1=NN(c2ccccc2)C(=O)C1	1	-6	3	4	2	2	-2	-3	0.2	2
O=C(COC(=O)C1CC(=O)N(c2ccc3c(c2)OCCO3)C1)NC1CCCc2ccccc21 (configuration not stated)	-3	0	1	6	-2	-3	-1	-1	-0.2	0
Fc1cc(F)c2nc(N3CCOCC3)sc2c1	-2	0	1	10	0	4	0	3	0.0	11
Cc1ccc(S(=O)(=O)NCC(=O)NCCc2c[nH]c3ccccc23)cc1C	-1	-3	4	1	2	-8	-1	-1	-0.1	10
C/C(=N/NC(=O)c1nnn(-c2nonc2N)c1CSc1ccc(Cl)cc1)c1ccncc1	-3	-5	5	7	4	1	6	2	-0.5	6
COc1ccc(CCNC(=O)CCS(=O)(=O)c2ccc3nc(C)sc3c2)cc1OC	-5	1	6	-2	0	-1	-2	0	0.4	8
O=C(c1ccc2c(c1)OCO2)N1CCN=C1SCc1ccccc1	-3	-3	-6	2	2	2	1	0	0.9	-3
C=CCN(CC=C)c1ccc(N2C(=O)C3CCCCC3C2=O)cc1[N+](=O)[O-] (configuration not stated)	-1	2	1	-10	-1	-6	0	-3	0.8	-12
CC(OC(=O)c1ccc(Cl)c(S(=O)(=O)N2CCOCC2)c1)C(=O)Nc1ccc(S(N)(=O)=O)cc1 (configuration not stated)	-5	5	-1	-17	0	-6	-3	0	0.5	-3
O=C(/C(=C/c1ccccc1Cl)c1ccccc1)N1CCOCC1	0	7	2	-7	0	2	-2	-3	-0.6	-6
(next part)
SMILES	ADAM17 inh	DDE Tn7 FP inh	DDE Tn6 FP inh	ASAP1 GAP inh	PLC-gamma1 inh	PLC-beta3 inh	MBD2 DNA inh	UHRF1 binding	KLK7 zymogen act	ARFGAP1 inhibitor
CC1CCCC(C)N1CCCNC(=O)C1CCCN(c2ncnc3c2nc2n3CCCCC2)C1 (configuration not stated)	0	-1	-2	-6	2	-10	7	7	-0.9	10
CCCOc1ccc(-c2c(C(=O)N/N=C/C3CCCCC3)nnn2-c2nonc2N)cc1	3	-3	1	-11	-6	-7	4	1	-1.4	-6
Cc1ccc2nc(C)cc(N/N=C/c3cccnc3)c2c1	-127	-1	2	10	-67	-84	-3	3	0.3	8
Cc1ccc(C)c(NC2=NCC(=O)N2C2CCCCC2)c1	-1	3	3	1	5	-1	3	2	-0.4	11
COc1cccc(C=NNC(=O)C2CC2)c1	-5	1	-1	4	-1	0	-7	1	-0.5	-2
COc1ccc(C(O)c2nc(-c3cccc(C(C)C)c3)cs2)cc1 (configuration not stated)	11*	-1	10	-1	1	0	3	3	0.4	15
CC1=C(C(=O)Nc2ccccn2)C(c2ccc(F)cc2)n2ncnc2N1 (configuration not stated)	-7	-5	-2	9	-4	0	-3	-2	0.3	12
COc1cc(-c2nc3ccc4ccccc4c3c3c2CCC3)cc(OC)c1OC	-7	6	8	-12	-21	-27	-2	1	-0.1	-7
Cc1cc(Cl)ccc1NC(=S)NC(C)(C)C	-2	1	-4	-2	5	-1	1	8	-0.2	15
Cc1ccc(N2C(=O)[C@@H]3Cc4ccccc4CN3C2=O)cc1	-1	3	10	-7	2	-2	3	0	-0.4	-1
Cc1ccc(Cn2cc(SCC(N)=O)c3ccccc32)cc1	-1	-1	-7	5	-2	-2	2	2	-0.3	-9
CC1=CC(c2ccccc2)n2ncnc2N1 (configuration not stated)	-443	-4	-3	6	-323	-371	1	2	6.2	-7
Cc1ccc(C2=NN(C(=O)CCC(=O)O)C(c3cccc([N+](=O)[O-])c3)C2)cc1 (configuration not stated)	-3	-7	-6	5	1	-5	1	0	-0.1	-11
COc1ccc(-c2noc(CSc3nnc(Cc4ccccc4)n3-c3cccc(C)c3)n2)cc1OC	2	-9	-4	-8	2	-1	-1	-2	0.3	-3
CCS(=O)(=O)N1Cc2ccccc2CC1C(=O)Nc1nc2ccccc2s1 (configuration not stated)	-2	-4	8	14	-18	-19	0	-3	-0.7	-8
CCN(CC)S(=O)(=O)c1ccc(Cl)c(NC(=O)COC(=O)/C=C/c2cc(OC)c(OC)c(OC)c2)c1	0	-3	3	13	-3	-1	-5	4	-2.0	17
Nc1ccc(Oc2ncccn2)cc1	-6	3	-4	1	5	-8	4	-1	-0.5	8
COc1ccc(NS(=O)(=O)c2cccc(C(=O)NNC(=O)c3ccc(C)o3)c2)cc1	-3	-2	2	1	-1	-5	1	-1	-0.1	3
COc1ccc(C(C(=O)NC(C)(C)C)N(CCc2ccc(OC)c(OC)c2)C(=O)CCC(=O)Nc2cc(C)on2)cc1 (configuration not stated)	-1	4	2	2	-2	-4	-5	0	-0.3	5
Cc1ccc(OCC(=O)Nc2cccc(C)n2)c(C)c1	1	0	5	-9	2	4	-4	-1	0.0	-8
COc1ccc(CN(C)S(=O)(=O)c2nnc(NC(=O)c3ccccc3Br)s2)cc1	0	1	2	4	-13	-29	-5	-5	0.3	5
Cc1cccc(N(C(=O)Nc2ccccc2)C2=NCC(C)S2)c1 (configuration not stated)	4	-1	6	13	3	-1	2	2	-0.3	9
COc1ccc(-c2nc3ccccc3o2)cc1NC(=O)CSc1ccc(Cl)cc1	-1	13	-2	-10	0	1	-2	1	0.3	-10
O=C(NCc1ccncc1)c1ccc(Br)o1	-4	2	2	14	-5	-2	-4	5	-0.6	-7
COc1cccc(C2C(C(=O)c3sc(C)nc3C)=C(O)C(=O)N2CCN2CCOCC2)c1 (configuration not stated)	-2	1	-5	-5	0	0	-8	-2	-0.5	4
Going on with the list:
SMILES	ADAM17 inh	DDE Tn7 FP inh	DDE Tn6 FP inh	ASAP1 GAP inh	PLC-gamma1 inh	PLC-beta3 inh	MBD2 DNA inh	UHRF1 binding	KLK7 zymogen act	ARFGAP1 inhibitor
CCN(CC)C(=O)c1ccc(S(=O)(=O)Cc2ccc(C)cc2)c([N+](=O)[O-])c1	-3	5	4	8	4	-3	-3	-1	-1.1	-5
COc1ccc(S(=O)(=O)N(C)C[C@H]2Oc3ccc(NC(=O)Nc4ccccc4)cc3C(=O)N([C@H](C)CO)C[C@@H]2C)cc1	1	-1	-9	0	0	1	3	-2	-0.2	-4
CCN1CCc2c(OCC(=O)N3CCc4ccccc43)cccc2C1=O	-4	-1	7	7	1	-3	0	1	0.0	-1
CC1CN(S(=O)(=O)c2ccc(NC(=O)c3cc(-c4ccccc4O)n[nH]3)cc2)CC(C)O1 (configuration not stated)	12*	-9	-11	26*	4	3	-1	-2	-0.2	0
COc1ccc(OC)c(S(=O)(=O)N2CCC(C(=O)Nc3cc(C)ccc3C)CC2)c1	1	2	3	1	-2	-1	-1	-2	0.8	-8
O=C(NCCSc1ccccc1)c1ccccc1Cl	-3	-5	7	-7	0	1	-2	1	-0.6	-2
COc1ccc(C(=O)N2CCN(C3CCN(Cc4ccccc4)CC3)CC2)cc1OC	-3	1	13	-6	2	4	3	2	-0.5	6
O=C(Nc1ccc(NC(=O)c2ccccn2)cc1)C(=O)Nc1ccc2c(c1)OCCO2	-2	4	3	-1	1	-2	5	0	-0.3	10
CCCCNC(=O)C[C@H]1C[C@@]2(C(=O)OC)C(=C[C@H](C(C)(C)C)O[C@@H]2C)N(Cc2cccc3ccccc23)C1=O	15*	6	-5	/	4	7	3	-3	0.3	/
COc1ccc2c(c1)NC1(O)c3ccccc3C(=O)C21O (configuration not stated)	1	-2	3	-10	3	3	2	-2	-0.7	-2
CN(C(=O)NC(=O)C1=C(N2CCOCC2)/C(=C/c2ccccc2)CC1)S(C)(=O)=O	-100	3	0	-19	-115	-184	-4	-1	146*	-2
COC(=O)CCNc1n[nH]c(=O)[nH]c1=O	-3	-1	-3	12	-2	2	0	2	-0.6	4
CN(c1ccccc1)S(=O)(=O)c1cccc(NC(=O)CSc2ncn[nH]2)c1	-3	-3	3	-11	-2	0	4	4	-0.5	9

This is a random part of the collection (roughly 4.1% active in at least one column).
